# Source: PubChem BioAssay
# HUVEC prolif 384: blocks proliferation of human endothelial cells | viability, % at 10 µM (by protocol) | 86,000 tested, 1.1% active | AID 648 | HUVEC proliferation, CellTiter-Glo luminescence, 72 h; active compounds read low;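 active = viability at or below 30%; inactive = viability above 30%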;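 note: 100% = median luminescence of DMSO-only cell control wells on each plate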
# F-actin modifier: alters cytoskeleton assembly in HUVEC cells; HUVEC TNFa F-actin phalloidin imaging, high content; inhibition, % at 2 µM; 91,000 tested, 0.18% active; AID 836;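 active = inhibition above the batch mean plus 3 SD and confirmed as a hit by visual image inspection, cut at about 30% in these data, passing the limit was not always enough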; note: strong numbers were not always called active
# PTK2B oligo ant: Pyk2 (human) oligomerization antagonism; Q14289; AID 1347419; z-score (the deposit names both 25 µM and 10 µM); 99,000 tested, 0.83% active; Q293 cells, Pyk2 FERM NanoBiT luminescence; active compounds read low;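 active = Z-score of -3 or lower, scaled per plate to the spread of control and sample wells; inactive = z-score above -3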;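 note: negative z-score means lost luminescence so less FERM oligomerization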
# Smad3 FoxH1 inh: blocks human Smad3 binding to FoxH1 peptide; P84022; TR-FRET Smad3/Dy647-FoxH1 peptide binding, europium anti-His; inhibition, % at 25 µM; 88,000 tested, 0.29% active; AID 630;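 active = compounds that reduce the energy-transfer binding signal between the protein and its labelled peptide by more than half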;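 note: 0% = Smad3 plus labelled peptide maximal FRET and 100% = peptide-only background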
# Target sequence (P84022 whole entry, looked up): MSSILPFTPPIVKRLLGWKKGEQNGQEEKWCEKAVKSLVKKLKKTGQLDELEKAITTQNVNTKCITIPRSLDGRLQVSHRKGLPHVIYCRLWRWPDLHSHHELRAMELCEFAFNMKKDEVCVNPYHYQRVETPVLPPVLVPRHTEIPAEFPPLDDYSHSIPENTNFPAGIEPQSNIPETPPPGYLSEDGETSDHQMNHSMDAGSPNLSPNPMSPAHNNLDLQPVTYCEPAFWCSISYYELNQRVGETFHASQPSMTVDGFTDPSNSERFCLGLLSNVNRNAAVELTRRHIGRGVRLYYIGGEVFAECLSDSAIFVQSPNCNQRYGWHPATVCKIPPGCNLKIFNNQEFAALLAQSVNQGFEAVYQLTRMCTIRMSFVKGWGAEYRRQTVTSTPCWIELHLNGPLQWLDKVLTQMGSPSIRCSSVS
# H69AR inhibit: growth inhibitors of human H69AR lung tumor cells | H69AR lung tumor viability, ATP luminescence, 72 h; active compounds read low | viability, % at 10 µM | 85,000 tested, 6% active;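 active = viability at or below 40%; inactive = viability above 40%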;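 note: multidrug resistant small cell line overexpressing MRP-1 efflux transporter; 100% = mean luminescence of untreated control wells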
# Fibroblast inh: blocks proliferation of human lung fibroblasts | LL 47 human lung fibroblast viability, ATP luminescence; active compounds read low | viability, % at 10 µM | 85,000 tested, 1.1% active;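 active = viability at or below 50% in the single dose screen; inactive = viability above 50%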;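 note: compound exposure lasted 72 h before the ATP readout; 100% = median luminescence of untreated cell-only wells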
#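 Material: human lung fibroblast line LL 47, low passage; Evaluation: viability percentage against median untreated-cell control; Buffer or medium: 15% FBS in IMEM; Incubation: 72 h compound exposure at 37 °C after overnight plating; Dosing: 0.1% DMSO in all compound wells; Measured by: CellTiter-Glo luminescence.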
# VCAM1 TNFa inh: reduces TNF alpha induced VCAM1 expression in HUVEC | 95,000 tested, 0.48% active | HUVEC TNFa-induced VCAM-1 immunofluorescence, high-content imaging | AID 802 | inhibition, % at 2 µM;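 active = inhibition above the batch mean plus 3 SD, with images confirmed as a hit by eye, cut at about 37% in these data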;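 note: 0% = TNF-stimulated DMSO wells and 100% = unstimulated control wells; not every result past the cut was called active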
# HUVEC tox IL1B: toxic to HUVEC cells under IL-1B stimulation; HUVEC cell count loss, Hoechst imaging, IL-1B stimulated; cell count reduction, % at 2 µM; 94,000 tested, 0.41% active; AID 845;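 active = cell count reduction more than 3 SD above the screen-wide mean, cut at about 70% in these data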;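 note: normalized per plate to untreated control cells as the no-loss baseline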
# TNFa cytotox: HUVEC cytotoxicity counter-screen, TNF alpha stimulated; AID 848; HUVEC TNFalpha-stimulated, Hoechst cell count, imaging; 93,000 tested, 0.17% active; cell count reduction, % at 2 µM;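 active = cell count reduction exceeding the screen mean by over 5 SD, scaled to untreated wells per plate, cut at about 78% in these data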;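 note: cells counted after 24 h of TNF alpha exposure following the 1 h pretreatment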
# Active calls of the source: *; . = no result given; [ ] = another dose, or the depositor's remark. A portion of the library, so the mix of outcomes need not match the whole.
SMILES,HUVEC prolif 384,F-actin modifier,PTK2B oligo ant,Smad3 FoxH1 inh,H69AR inhibit,Fibroblast inh,VCAM1 TNFa inh,HUVEC tox IL1B,TNFa cytotox
O=C(NCCc1c[nH]c2ccccc12)C1CCC(Cn2c(=S)[nH]c3ccccc3c2=O)CC1 (stereo not drawn),67,-5,-1.7,1[fluorescence artefact?],66,98,-21,-1,-38
Cc1ccnc(N2CCC(C(=O)Nc3ccc(Oc4ccccc4)cc3)CC2)n1,105,24,0.89,10[fluorescence artefact?],95,84,6,-6,-4
Cc1ccc(N(CC(=O)N/N=C/c2ccc(OC3CSC3)cc2)S(=O)(=O)c2ccccc2)cc1,.,17,-1.4,.,.,.,-2,-18,2
CC(=O)Oc1cc2oc(=O)c3c(c2cc1Cl)CCC3,112,16,1.3,-6,100,109,19,3,-42
CCn1c(=N)n(CC(O)c2ccco2)c2ccccc21 (stereo not drawn),101,6,0.6,-8,95,111,-8,-2,-12
O=C(O)c1cc(Cl)c(Cl)cc1C(=O)N1CCCC1,93,.,-0.41,1,82,101,.,.,.
O=C(Oc1ccc(-c2cnc3ccccc3n2)cc1)c1ccc(Br)o1,80,-2,-1.1,-79,78,91,1,6,-8
CCOC(=O)c1oc2ccccc2c1NC(=O)COc1cccc(OC)c1,76,-6,0.53,4[fluorescence artefact?],63,77,3,2,-28
Cc1nn(C/C(C#N)=N\O)c(C)[n+]1N,86,.,0.36,13,105,103,-15,-4,-27
O=C(N/C(=C\c1cccnc1)C(=O)N1CCOCC1)c1cccc(Br)c1,.,1,0.84,.,.,.,-7,2,0
Cc1cc(=O)oc(C)c1C(=O)NCc1c(F)cc(F)cc1F,87,-14,0.31,4,98,104,-33,-12,-15
CCOc1ccccc1C1C(C(=O)OC)=CN(C)C=C1C(=O)OC,107,7,-1.3,2,58,107,7,21,-27
O=C(CSc1nnc(Cc2ccccc2)n1Cc1ccco1)NC12CC3CC(CC(C3)C1)C2,97,-7,-2.2,10,71,91,12,-18,12
CCOc1ccc(-c2nnn(CC(=O)c3ccc4c(c3)OCCO4)n2)cc1OCC,97,-4,0.23,-2,86,98,4,-51,-35
CC(CNC(=O)CC(C)(C)C)NC(=O)CC(C)(C)C (stereo not drawn),88,2,-0.13,-4,102,91,5,-12,5
Cn1c(=O)oc2cc(S(=O)(=O)NCC3CCCO3)ccc21 (stereo not drawn),82,.,-0.02,2,87,90,.,-1,.
COc1cc(C(=O)NCC2CCCO2)ccc1OCc1c(C)noc1C (stereo not drawn),94,-60,0.26,8,93,101,4,-11,-28
O=C(CSc1ncn(-c2ccccc2)n1)Nc1nc(-c2ccccc2)cs1,96,2,-0.17,-4,107,112,0,-14,-28
COC(=O)CSc1nnc(-c2ccccc2OC)o1,89,-6,1.3,-2,93,98,8,-6,-11
Cc1ccc(C)c(-n2nnnc2Sc2nnnn2-c2ccccc2)c1,15*,.,-2.9,-20,2.3*,24*,.,-23,.
Cc1ccc(-n2nnnc2SCC(=O)NNC(=O)c2ccco2)c(C)c1,.,-22,-0.17,.,.,.,8,7,6
CC1(N2CCOCC2)CC2(O)C(=[N+]1[O-])CCc1nonc12 (stereo not drawn),94,39,.,7,80,107,1,31,-4
O=C(Nc1cc(Sc2ccccn2)cc([N+](=O)[O-])c1)c1ccc(Cl)cc1,.,-10,-3.7*,.,.,.,12,-21,-56
Cc1cc(S(=O)(=O)N2CCN(c3c(C)cccc3C)CC2)ccc1F,64,11,-0.5,0,92,91,5,7,-10
Cn1c(=O)c2c([nH]c(=O)n2C)n(C)c1=O,91,5,0.29,-1,102,106,-8,-24,-11

# Structural class, the entries above with fluorine.
SMILES,HUVEC prolif 384,F-actin modifier,PTK2B oligo ant,Smad3 FoxH1 inh,H69AR inhibit,Fibroblast inh,VCAM1 TNFa inh,HUVEC tox IL1B,TNFa cytotox
Cc1cc(=O)oc(C)c1C(=O)NCc1c(F)cc(F)cc1F,87,-14,0.31,4,98,104,-33,-12,-15
Cc1cc(S(=O)(=O)N2CCN(c3c(C)cccc3C)CC2)ccc1F,64,11,-0.5,0,92,91,5,7,-10

# Records above marked active in PTK2B oligo ant:
SMILES | F-actin modifier | PTK2B oligo ant | Smad3 FoxH1 inh | VCAM1 TNFa inh
O=C(Nc1cc(Sc2ccccn2)cc([N+](=O)[O-])c1)c1ccc(Cl)cc1 | -10 | -3.7* | . | 12

# (next part)
SMILES,HUVEC prolif 384,F-actin modifier,PTK2B oligo ant,Smad3 FoxH1 inh,H69AR inhibit,Fibroblast inh,VCAM1 TNFa inh,HUVEC tox IL1B,TNFa cytotox
CC(C)Cc1ccc(C(C)C(=O)OCC(=O)c2c[nH]c3ccccc23)cc1 (stereo not drawn),84,-9,-1.1,18[fluorescence artefact?],39*,98,-16,-11,-8
CC1CCCC(C)N1C(=O)Cn1cc(/C=C2/C(=O)Nc3ccccc32)c2ccccc21 (stereo not drawn),76,4,-3,-2,23*,82,2,9,4
C=CCSc1nc(C)c(CC(=O)OCC(C)C)c(=O)[nH]1,96,.,0.32,-9,89,95,.,.,.
COc1ccccc1OCC(=O)Nc1ccc(S(=O)(=O)N2CCCCCC2)cc1,85,0,-0.2,-3,76,.,20,8,-16
O=C(NCCOc1ccccc1)c1cc2ccccc2o1,99,-22,-0.2,-2,107,111,7,-50,2
COc1ccc(C(=S)N(C)C)cc1OC,.,-7,-0.3,.,.,.,8,8,-14
COc1ccccc1OCCCOc1ccc([N+](=O)[O-])cc1Cl,.,0,-0.11,.,.,.,2,-18,16
O=C(COc1ccccc1)n1nc(-c2ccc(Cl)cc2)nc1NCc1ccco1,58,9,-0.59,-1,12*,74,-32,5,-12
COc1ccc(OC)c(NC(=O)Cc2coc3ccc(C)cc23)c1,89,-12,-1.1,10,73,96,-3,-41,11
COc1ccc(S(=O)(=O)NCCc2csc(C)n2)cc1C,95,-4,-0.36,15,90,97,-3,10,-18
O=C(NCCc1ccccc1)C1CCCN(S(=O)(=O)c2cccnc2)C1 (stereo not drawn),.,-21,-0.16,.,.,.,-4,4,-23
Cn1ncc(N=Cc2ccc([N+](=O)[O-])cc2)c1C(=O)N1CCOCC1,96,2,-0.32,-3,67,102,4,-40,-34
CN(C)C(=O)c1c(-c2ccccc2)oc2ccc(O)cc12,93,.,-0.41,9,92,100,.,.,.
COc1ccccc1C(CCN(Cc1cccs1)C(C)=O)c1ccco1 (stereo not drawn),84,-7,-0.51,24[fluorescence artefact?],67,96,16,-53,-24
COc1ccc(S(=O)(=O)NCCC(=O)NCc2ccccc2)cc1,92,-19,1.2,-3,92,102,1,-7,4
CCn1c(CC(=O)Nc2ccc(C)cc2)nnc1SCC(=O)NCc1ccccc1,87,11,-0.45,6,100,98,13,-6,-43
CCC(=O)NCCc1nc2ccccc2[nH]1,96,10,0.09,4,96,98,4,-13,-19
CCOC(=O)c1ccc(NC2c3ccccc3C(=O)N2c2ccc(C)cn2)cc1 (stereo not drawn),95,1,.,11,91,93,28,19,-14
COc1ccc(CCn2c(C)cc(C(=O)CSc3nc(N)cc(=O)[nH]3)c2C)cc1,82,33,0.38,7,68,104,6,0,-37
CN(C)S(=O)(=O)N1CCN(CC(O)COc2ccc3cc(Br)ccc3c2)CC1 (stereo not drawn),75,-2,-1.8,8,71,108,8,0,-6
CCOc1ccc2c(c1)n([O-])c1c([n+]2=O)CCCC1,103,.,-0.6,-4,76,107,.,.,.
CCOC(=O)C1CCN(S(=O)(=O)c2ccc(C)cc2)CC1,103,0,0.42,15,103,108,6,-78,-7
O=C1CC(c2ccc3c(c2)OCO3)Sc2nc3ccccc3n21 (stereo not drawn),90,-40,0.6,-2,94,103,0,-1,4
O=C(c1cn(-c2ccccc2)nc1-c1cccs1)N(CCO)Cc1ccccc1,75,2,-1.3,6,23*,96,7,-1,-19
CSc1nc(N2CCCC2)c2c(c1C#N)CC(C)(C)OC2,88,-13,0.06,6,86,87,25,-28,15
SMILES,HUVEC prolif 384,F-actin modifier,PTK2B oligo ant,Smad3 FoxH1 inh,H69AR inhibit,Fibroblast inh,VCAM1 TNFa inh,HUVEC tox IL1B,TNFa cytotox
Cc1cccc2cc3c(N)c(C#N)sc3nc12,.,10,0.14,.,.,.,-3,14,-3
COc1ccc(C2N3CC4(C)CN2CC(C)(C3)C4)cc1OC (stereo not drawn),103,.,0.15,3,99,92,.,.,.
Cc1ccc(S(=O)(=O)NC(CC(=O)O)c2ccccc2)c(C)c1 (stereo not drawn),97,-38,0.22,-4,99,105,2,-42,-17
CCOCCCNc1nc(=S)[nH]c2cc(OC)c(OC)cc12,92,10,-0.6,11,52,97,5,-19,-13
O=C1CSC(c2cccs2)N1c1ccccc1 (stereo not drawn),95,47,0.58,0,99,96,10,0,-11
Cc1nn(-c2ccccc2)c2c1C(c1ccco1)C(C#N)=C(N)O2 (stereo not drawn),86,-6,-0.16,2,93,.,-9,22,8
CCN1CCN(Cc2c(O)ccc3c(=O)c(-c4ccccc4OC)coc23)CC1,.,19,1.6,.,.,.,14,-8,-3
O=C(O)c1ccccc1N/N=C\c1ccnc2ccccc12,.,-8,-0.14,.,.,.,6,-40,-2
CCCCOC(=O)Cn1cnc2ccc(Br)cc2c1=O,95,-1,2,-3,87,100,-2,-10,-14
CCn1c(SCC(=O)Nc2sc3c(c2C#N)CCC(C(C)(C)C)C3)nnc1-c1ccco1 (stereo not drawn),.,-2,1.9,.,.,.,-1,7,2
CC1(C)NC(=O)N(CCOc2cccc(Cl)c2Cl)C1=O,99,-7,-0.1,9[fluorescence artefact?],98,98,5,-24,6
CCOC(=O)N1CCN(C(=O)c2cn(-c3ccc(C)c(C)c3)c(=O)c3ccccc23)CC1,90,.,0.26,15,59,102,.,.,.
Cc1ncc(C23CC4CC(CC(C4)C2)C3)[nH]1,97,2,-0.57,-5,81,89,4,.,1
CCOC(=O)Cn1c(=O)oc2cc(S(=O)(=O)NCc3ccccn3)ccc21,98,-32,.,-8,93,104,4,2,1
CCC(C)NS(=O)(=O)c1ccc(NS(C)(=O)=O)cc1 (stereo not drawn),102,1,0.23,2,92,95,-5,-1,6
O=C(NCc1ccco1)C(c1cccs1)N(Cc1ccccc1)C(=O)Cn1nnc2ccccc21 (stereo not drawn),89,1,-3.3*,9,.,99,1,-23,-16
O=C(COC(=O)Cc1ccc(Br)cc1)NC12CC3CC(CC(C3)C1)C2,.,-13,4,.,.,.,10,12,0
O=C(CSc1nccc(=O)[nH]1)N1CCCc2ccccc21,93,-5,-0.06,-6,95,96,20,-22,3
CCc1nnc(NC(=O)CSc2nnc(-c3ccccc3OC)n2-c2ccc(C)cc2)s1,95,0,-1.5,-4,79,101,-4,-7,-6
COCCNC(=O)c1c(CSc2ccc(F)cc2)noc1C(=O)NCc1ccccc1,.,3,.,.,.,.,-2,-22,7
COC(=O)/C(=C1/Oc2cc3c(cc2S1)OCO3)C(F)(F)F,106,.,0.69,6,97,112,.,.,.
Cc1cc2ccccc2n2c(SCC(=O)NCc3cccs3)nnc12,89,-2,0.26,12,101,105,-3,-15,-22
C=CCc1ccc(OCCOCCN(C)C)c(OC)c1,95,7,0.33,11,105,93,-9,-91,-40
Cc1ccc(C)n1-c1ccccc1N,89,-9,.,3,84,91,10,13,.
O=C(COC(=O)c1cccc(S(=O)(=O)N2CCOCC2)c1)Nc1nc(-c2ccccc2Cl)cs1,84,7,-0.09,17,77,93,10,-12,14
Cc1ccc(CSC2=NCCN2C(=O)c2ccco2)cc1,99,-20,.,2,94,97,4,14,48
O=[N+]([O-])c1ccc(N2CCN(S(=O)(=O)c3ccccc3)CC2)cc1NCCN1CCOCC1,.,-2,-1.4,.,.,.,15,-30,-19
